Compound activity from PubChem.
Tb PYK inh – inhibitors of Trypanosoma brucei pyruvate kinase. Q57TT1. TbPYK enzyme, Kinase-Glo Plus ATP luminescence, 45 min. Potency, µM (series often up to 76.8 µM), without a hit: at the top dose activity, negative = inhibition, hits mostly inhibitors. actives 0.12% (n = 410,000); also: potency is read from the fitted curve at half-maximal effect; nearly all actives have a fitted effect of over 50% in size
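Enzyme and substrate buffer are dispensed first and compound is pin-transferred. ADP at 130 uM final then starts the reaction, which runs 45 min at room temperature. Detection reagent is added for 10 min before luminescence is imaged.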
HCMV antiviral – human cytomegalovirus inhibition; AID 1259415; HFF cells, HCMV-luciferase reporter, 72 h; hits give low values; actives 4.5% (n = 410,000); activity change, negative = inhibition, % at 57.5 µM; in the data active = activity change below about -60%; inconclusive = no clear call, values can overlap the other calls; inactive = above about -39%
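Luciferase read-out from HCMV-luciferase-infected HFFs (MOI 1 PFU/cell) 72 h post infection at 37C; compounds added after 16 h cell attachment; activity normalized between buffer-only basal and Salinomycin (10uM) inhibitor controls.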
LmPK inhibitor – blocks Leishmania mexicana pyruvate kinase activity. Q27686. purified LmPK, Kinase-Glo ATP luminescence, 1 h. Potency, µM (series often up to 57.5 µM), inactives show top-dose activity change, negative = inhibition, actives largely listed as inhibitors. actives 0.37% (n = 290,000). AID 1721; also: potency is read from the fitted curve at half-maximal effect
Target sequence (Q27686 whole entry, looked up): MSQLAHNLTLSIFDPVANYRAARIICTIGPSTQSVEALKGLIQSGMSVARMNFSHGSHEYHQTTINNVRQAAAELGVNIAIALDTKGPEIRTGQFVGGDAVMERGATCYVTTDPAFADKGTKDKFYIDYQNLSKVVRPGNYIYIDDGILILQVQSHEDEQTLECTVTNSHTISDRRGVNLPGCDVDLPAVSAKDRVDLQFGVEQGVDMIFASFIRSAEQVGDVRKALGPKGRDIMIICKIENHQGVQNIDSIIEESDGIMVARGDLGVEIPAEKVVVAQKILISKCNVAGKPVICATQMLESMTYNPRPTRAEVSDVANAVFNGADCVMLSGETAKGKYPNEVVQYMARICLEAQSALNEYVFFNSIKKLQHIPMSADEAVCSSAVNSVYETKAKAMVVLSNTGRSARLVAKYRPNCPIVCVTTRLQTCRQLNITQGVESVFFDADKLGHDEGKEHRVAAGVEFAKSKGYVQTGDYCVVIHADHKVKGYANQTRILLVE
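0.1 nM LmPK, 0.5 mM PEP, 0.1 mM ADP; 50 mM imidazole pH 7.2, 7 mM MgCl2, 50 mM KCl; 1 h RT. Kinase-Glo luminescence readout, normalized to no-enzyme (full inhibition) and uninhibited wells.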
AmpC inh no detg – inhibitors of E. coli AmpC beta-lactamase without detergent. AmpC nitrocefin hydrolysis, absorbance 480 nm, 0.0001% Triton. P00811. AID 485341. Potency, µM (highest dose often 57.1 µM), inactives show at the highest dose activity change, negative = inhibition, hits mostly inhibitors. actives 0.52% (n = 330,000);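 also: potency is read from the fitted curve at half-maximal effect; plate controls were no compound for no effect and no enzyme for full effect; nearly all actives have a fitted effect of over 20% in size; some results filed as inactive show a strong effect at the top dose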
Target sequence (P00811 whole entry, looked up): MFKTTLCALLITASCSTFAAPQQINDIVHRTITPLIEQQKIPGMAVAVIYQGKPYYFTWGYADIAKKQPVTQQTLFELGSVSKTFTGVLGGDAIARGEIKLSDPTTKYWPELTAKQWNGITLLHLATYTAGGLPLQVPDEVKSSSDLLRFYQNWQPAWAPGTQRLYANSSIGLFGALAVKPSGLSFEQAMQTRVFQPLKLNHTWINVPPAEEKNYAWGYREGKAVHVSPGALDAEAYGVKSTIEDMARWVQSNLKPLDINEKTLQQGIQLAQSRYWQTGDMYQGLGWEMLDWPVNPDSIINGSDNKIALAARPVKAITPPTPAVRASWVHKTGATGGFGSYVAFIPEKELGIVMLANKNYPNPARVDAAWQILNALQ
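AmpC (5.3 nM in the dispensed reagent) in 20 mM phosphate pH 7.0 with 0.01% (detergent screen) or 0.0001% Triton X-100 was preincubated with compounds for 15 min at room temperature. Nitrocefin was then added from an 800 uM solution, and hydrolysis was followed at 480 nm.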
HCV inhibitor – inhibitors of hepatitis C virus infection. Potency, µM (doses to about 41.8 µM), for inactives: top-dose activity change, negative = inhibition, usual class: inhibitors. Huh7.5.1 HCVcc-Cre infection, luciferase reporter, 44 h. actives 3.4% (n = 340,000); also: potency is read from the fitted curve at half-maximal effect
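Reporter virus HCVcc-Cre (~0.5 moi) infects cells exposed to compound; seeding density 1,000 cells/well with 4 h settling beforehand. Luminescence, 15 sec read, taken 44 h post-infection following a 15 min RT substrate incubation.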
AmpC inh detg – inhibitors of E. coli AmpC beta-lactamase with detergent; actives 0.041% (n = 370,000); P00811; AmpC hydrolysis of nitrocefin, absorbance 480 nm, 0.01% Triton; Potency, µM (series often up to 114 µM), for the others: top-dose activity change, negative = inhibition, hits mostly inhibitors;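 also: potency is read from the fitted curve at half-maximal effect; 0% = no-compound wells and -100% = no-enzyme wells; nearly all actives have a fitted effect of over 25% in size; some results filed as inactive show a strong effect at the top dose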
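20 mM phosphate pH 7.0 + 0.01% (detergent screen) or 0.0001% Triton X-100; 5.3 nM AmpC reagent; cpd preinc 15 min RT; nitrocefin (800 uM stock) to start; A480 q20 s × 4 min; Activity was normalised to no-enzyme and no-compound control wells.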
AMA1 RON2 block – inhibitors of Plasmodium falciparum AMA1-RON2 interaction; AlphaScreen AMA1-biotinylated RON2 peptide binding; Potency, µM (series often up to 58.2 µM), inactives show at the highest dose activity change, negative = inhibition, hits mostly inhibitors; actives 0.2% (n = 360,000); AID 720542;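 also: potency is read from the fitted curve at half-maximal effect; 0% = vehicle wells and -100% = peptide control; nearly all actives have a fitted effect of over 45% in size; some results filed as inactive show a strong effect at the top dose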
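AMA1 (3D7) with his tag at 25 nM final met compounds first, then biotinylated RON2 peptide at 25 nM; detection used donor plus acceptor beads, 10 µg/mL apiece, read by AlphaScreen after 30 min at room temperature.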
An asterisk follows results filed as active; ? = inconclusive; · = not tested or not shown; & = joins results of further samples; [ ] = another dose, or the depositor's remark. Unless noted, calls follow the shape of the dose curve; as a rule, active = well fitted curve in the direction sought with a large enough effect; inconclusive = small, poorly fitted or top-dose-only effect, or another doubt; inactive = no such curve, though single readings can be large; an effect the other way counts as inactive or inconclusive. Unless noted, % is scaled to controls: 0 for no effect and ±100 for the full control effect.

No. | Structure | AmpC inh no detg | HCMV antiviral | Tb PYK inh | HCV inhibitor
1 | Cc1ccc(S(=O)(=O)NCCc2nnc3ccc(SCc4cccnc4)nn23)cc1 | 10% | ? | -2% | -3%
2 | CCCCN1C(=O)NC(NC(=O)C2CC2)(C(F)(F)F)C1=O (configuration not stated) | 2% | -7 | -2% | 5%
3 | OCC1OC(n2cnc3c(N4CCCCC4)ncnc32)C(O)C1O (configuration not stated) | · | -32 | -2% | -4%
4 | CC(C)Sc1nnc(CNC(=O)C23CC4CC(CC(C4)C2)C3)n1C1CCCCC1 | -3% | 12 | ? | 21%
5 | COc1ccc(CNC(=O)COC(=O)Cc2ccsc2)cc1 | -5% | -10 | -8% | 5%
6 | O=C(Nc1ccc(N2CCOCC2)c(Cl)c1)c1ccc(-n2cnnc2)cc1 | 25% | -29 | 1% | -3%
7 | COc1ccc(N2CCN(C(=O)CN(c3cccc(Br)c3)S(C)(=O)=O)CC2)cc1 | 62%[activator] | -6 | 3% | -24%&-12%
8 | CCOC(=O)c1c(C)[nH]c(C(=O)N/N=C/c2ccc(OC)c(OC)c2)c1C | 0% | -26 | 2% | ?
9 | O=C(CN1C(=O)COc2ccc(S(=O)(=O)N3CCCCCC3)cc21)Nc1cccc(Cl)c1 | · | -72* | -3% | ·
10 | CCn1c(CCC(=O)Nc2cc(F)ccc2C)nc2cc(S(=O)(=O)N(C)C)ccc21 | 5% | -9 | -2% | ?
11 | N#Cc1cc2cc3c(cc2nc1NCCNC(=S)NCCCN1CCOCC1)OCO3 | 27% | -34 | -1% | ?
12 | O=C(COC(=O)c1ccc(S(=O)(=O)C(F)F)cc1)Nc1ccccc1C(=O)NC1CC1 | -7% | 75 | 5% | -10%

No. | AmpC inh detg | AMA1 RON2 block | LmPK inhibitor
1 | -3% | 5% | 1%
2 | -8% | 7% | -2%
3 | · | 9% | ·
4 | 0% | 17% | -5%
5 | -9% | 2% | 2%
6 | -7% | 3% | -5%
7 | 0% | -6% | 2%
8 | 5% | -4% | 6%
9 | -9% | · | ·
10 | 10% | 4% | 1%
11 | -2% | 5% | 6%
12 | 2% | -1% | ·

Going on with the list.
No. | Structure | AmpC inh no detg | HCMV antiviral | Tb PYK inh | HCV inhibitor
13 | Oc1cccc2cc3cccc(O)c3c(O)c12 | -32% | · | -11% | 38%[activator]
14 | CCOC(=O)C(=CNc1cc(C)ccc1-n1cccc1)C(=O)OCC | 4% | -28 | 2% | -23%
15 | CCCc1cc(C(F)(F)F)c(C#N)c(=O)[nH]1 | -4% | -4 | 0% | 4%
16 | COc1ccc(C(=O)Nc2ccc(NC(=O)c3cc(OC)c(OC)c(OC)c3)cn2)cc1 | -2% | -30 | -3% | -21%
17 | CCCSc1ccccc1C(=O)N1CCN(C(=O)c2ccco2)CC1 | 40% | -101* | -1% | 3%
18 | CCCc1ccc(S(=O)(=O)NCCc2ccncc2)cc1 | 12% | -31 | -4% | ?
19 | Cn1cccc1CNC(=S)Nc1ccccc1Cl | -24% | -9 | 4% | 2%
20 | COc1cccc(OCCn2cc(C=O)c3ccccc32)c1 | -9% | 20 | 0% | 13%
21 | Cc1ccccc1OCCC(=O)OCC(=O)NC1CCCCC1 | 25% | -13 | 6% | -3%
22 | Fc1ccc(CSc2nncn2NC/C=C/c2ccccc2)cc1 | 7.1µM* | ? | 3% | 15%
23 | COc1ccc(C(O)P(=O)(OCC(C)C)c2ccc(N(C)C)cc2)c(OC)c1 (configuration not stated) | 79%[activator] | 36 | 4% | 9%
24 | N#C/C(=C\c1ccc(O)c(O)c1)C(=O)N1CCc2ccccc21 | -47% | 47 | 4% | ?

No. | AmpC inh detg | AMA1 RON2 block | LmPK inhibitor
13 | -2% | 12% | -2%
14 | -4% | -2% | 2%
15 | 2% | 10% | 3%
16 | 1% | -16% | -2%
17 | 0% | 23% | -7%
18 | 3% | -8% | 5%
19 | 1% | -15% | 1%
20 | ? | 8% | 5%
21 | ? | 1% | ·
22 | 0% | -18% | 0%
23 | 1% | 3% | -6%
24 | -18% | 38%[activator] | ·

A different layout for part of the listing above.
cpd | Compound | AmpC inh no detg | HCMV antiviral | Tb PYK inh | HCV inhibitor | AmpC inh detg | AMA1 RON2 block | LmPK inhibitor
20 | COc1cccc(OCCn2cc(C=O)c3ccccc32)c1 | -9% | 20 | 0% | 13% | ? | 8% | 5%
14 | CCOC(=O)C(=CNc1cc(C)ccc1-n1cccc1)C(=O)OCC | 4% | -28 | 2% | -23% | -4% | -2% | 2%

Next entries follow:
No. | Structure | AmpC inh no detg | HCMV antiviral | Tb PYK inh | HCV inhibitor
25 | Cc1cc(C(=O)Cn2nc(C(=O)O)c3ccccc3c2=O)c(C)n1C1CC1 | -13% | 14 | 1% | -2%
26 | CCCCn1c(N)c(N(CC)C(=O)c2ccc(-c3ccc(Cl)cc3)o2)c(=O)[nH]c1=O | -34% | 0 | 0% | 12%
27 | O=C(O)/C=C/C(=O)Nc1ccc(-n2ccc(C(F)(F)F)n2)cc1 | -18% | ? | -3% | 12%
28 | O=C(NC1CCCC1)c1ccc(CS(=O)(=O)c2ccc(Cl)cc2)o1 | -5% | -12 | -4% | 2%
29 | O=C(Nc1ccc([N+](=O)[O-])c(NC(=O)c2cccnc2)c1)c1cccnc1 | · | 6 | 0% | -2%
30 | Cc1ccc(S(=O)(=O)Nc2ccc3c(c2)CCC3)cc1C | -35% | -2 | 2% | -15%
31 | COc1ccc(/C=N/NC(=O)c2cccc(OC(F)(F)C(F)F)c2)cc1O | -25% | -35 | -3% | 16%
32 | O=[N+]([O-])c1cc(Cl)cc(/C=N/NC(=S)Nc2ccc(S(=O)(=O)N3CCOCC3)cc2)c1O | -57% | -24 | -11% | -3%
33 | CCOC(=O)c1c(C)oc2nc(C)nc(NCCCN3CCN(c4cccc(C)c4)C(C)C3)c12 (configuration not stated) | · | -1 | 0% | ·
34 | COC(=O)c1ccc(NS(=O)(=O)c2ccc(-c3cc(C)no3)s2)cc1 | -44% | -17 | -10% | 12%
35 | CC12CCC(C(N)=O)(C1Br)C2(C)C (configuration not stated) | -6% | 48 | 0% | 21%
36 | O=C(Nc1ccc(-n2cc(Br)cn2)cc1)c1ccncc1 | -14% | -19 | -3% | ?

No. | AmpC inh detg | AMA1 RON2 block | LmPK inhibitor
25 | -5% | 0% | 1%
26 | 5% | -7% | ·
27 | -3% | -5% | -2%
28 | 0% | -3% | -1%
29 | · | -4% | ·
30 | -12% | 9% | -1%
31 | ? | -5% | 10%
32 | -13% | 10µM* | -13%
33 | -4% | · | ·
34 | -8% | -4% | 7%
35 | -9% | 12%[2.32 µM] | 0%
36 | -10% | 28% | -1%

(cont.)
No. | Structure | AmpC inh no detg | HCMV antiviral | Tb PYK inh | HCV inhibitor
37 | O=C(Nc1ccc(C(=O)N2CCCC2)cc1)C1CCC1 | · | 20 | -7% | -1%[8.37 µM]
38 | CCC(=O)Nc1ccc(N2CCN(C(=O)c3cccs3)CC2)cc1 | -10% | 17 | -3% | 14%
39 | COc1ccc(CC(=O)N2CCN(c3ccccn3)CC2)cc1 | 8% | -7 | -3% | 0%
40 | Cc1cccc(OCC(=O)N2CCN(Cc3cccnc3)CC2)c1 | 0% | 12 | 24% | 3%
41 | Cc1ccc(N2CC(C(=O)N3CCC(C(=O)NCCCOC(C)C)CC3)CC2=O)cc1 (configuration not stated) | 2% | -7 | 1% | -4%
42 | O=C(NCCc1ccc(F)cc1)C1CCCCC1 | -3% | -5 | 2% | -4%
43 | COC(=O)c1ccccc1NC(=O)COc1ccccc1 | -18% | 3 | 2% | ·
44 | COc1ccc(/C=C/C(=O)Nc2ccccc2C)cc1S(=O)(=O)N1CCOCC1 | 143%[activator] | ? | -6% | ?
45 | CC1CN(S(=O)(=O)c2cccc(C(=O)Nc3ccc4c(c3)CCC4)c2)CC(C)O1 (configuration not stated) | 53% | ? | 3% | ?
46 | O=C(NC1CCCCC1)c1cccs1 | 1% | -37 | -5% | -4%
47 | COc1ccc(-c2nc(CNS(=O)(=O)c3ccc(OC)c(OC)c3)cs2)cc1 | -13% | 1 | -3% | ?
48 | COc1ccc(S(=O)(=O)N2CCCCCC2)cc1NC(=O)Cc1ccc(OC)c(OC)c1 | 128%[activator] | 11 | 8% | ?

No. | AmpC inh detg | AMA1 RON2 block | LmPK inhibitor
37 | · | 12% | ·
38 | -6% | -4% | 0%
39 | 3% | -18% | 2%
40 | 0% | 3% | -2%
41 | ? | 5% | 8%
42 | -10% | -18% | -4%
43 | -18% | 20% | 2%
44 | 2% | -3% | 1%
45 | 4% | 2% | 1%
46 | -10% | -3% | 5%
47 | ? | 5% | 2%
48 | · | -15% | ·

Record cards, as listed above. Order of screens: AmpC inh no detg | HCMV antiviral | Tb PYK inh | HCV inhibitor | AmpC inh detg | AMA1 RON2 block | LmPK inhibitor
Record of O=C(NCCc1ccc(F)cc1)C1CCCCC1 → -3% | -5 | 2% | -4% | -10% | -18% | -4%
Record of COC(=O)c1ccccc1NC(=O)COc1ccccc1 → -18% | 3 | 2% | · | -18% | 20% | 2%
Record of COc1ccc(/C=C/C(=O)Nc2ccccc2C)cc1S(=O)(=O)N1CCOCC1 → 143%[activator] | ? | -6% | ? | 2% | -3% | 1%
Record of CCC(=O)Nc1ccc(N2CCN(C(=O)c3cccs3)CC2)cc1 → -10% | 17 | -3% | 14% | -6% | -4% | 0%
Record of Cc1ccc(N2CC(C(=O)N3CCC(C(=O)NCCCOC(C)C)CC3)CC2=O)cc1 (configuration not stated) → 2% | -7 | 1% | -4% | ? | 5% | 8%

New compounds follow.
No. | Structure | AmpC inh no detg | HCMV antiviral | Tb PYK inh | HCV inhibitor
49 | O=C(O)c1csc(-n2nc(-c3ccccc3)cc2C(F)(F)F)n1 | -9% | -3 | 2% | 9%
50 | CCCCCOC(=O)c1ccccc1C(=O)O | -12% | -26 | 0% | 6%
51 | CSc1ccc(C(=O)N2CCC(CCC(=O)NC3CC3)CC2)cc1 | 11% | 16 | -1% | 22%
52 | COc1ccc(C)cc1NC(=O)C(OC(=O)CNC(=O)c1cc(C)cc(C)c1)c1ccccc1 (configuration not stated) | -33% | -30 | 1% | ?
53 | CCCCN(CC)Cc1ccc(CNC(=O)Nc2ccc(OC)cc2OC)o1 | -19% | -22 | -1% | -18%

No. | AmpC inh detg | AMA1 RON2 block | LmPK inhibitor
49 | -7% | 24% | 1%
50 | -1% | 2% | 11%
51 | 0% | 0% | -1%
52 | -3% | -8% | 0%
53 | -1% | -11% | 1%
